# IDE inh: inhibits human insulin-degrading enzyme in HEK cells; hit rate 0.41% among 320,000; inhibition, % at 5.59 µM; P14735; FAbetaB cleavage, fluorescence polarization; AID 434962;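 active means percent inhibition above the average of all tested compounds plus 3 SD, set per screening campaign, cut at about 16% in these data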;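 further: IDE supplied by intact live HEK cells; FP after avidin binding of uncleaved biotin substrate so inhibition keeps polarization high; 0% = DMSO wells and 100% = 60 µM reference IDE inhibitor Ii1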
# Target sequence (P14735 whole entry, looked up): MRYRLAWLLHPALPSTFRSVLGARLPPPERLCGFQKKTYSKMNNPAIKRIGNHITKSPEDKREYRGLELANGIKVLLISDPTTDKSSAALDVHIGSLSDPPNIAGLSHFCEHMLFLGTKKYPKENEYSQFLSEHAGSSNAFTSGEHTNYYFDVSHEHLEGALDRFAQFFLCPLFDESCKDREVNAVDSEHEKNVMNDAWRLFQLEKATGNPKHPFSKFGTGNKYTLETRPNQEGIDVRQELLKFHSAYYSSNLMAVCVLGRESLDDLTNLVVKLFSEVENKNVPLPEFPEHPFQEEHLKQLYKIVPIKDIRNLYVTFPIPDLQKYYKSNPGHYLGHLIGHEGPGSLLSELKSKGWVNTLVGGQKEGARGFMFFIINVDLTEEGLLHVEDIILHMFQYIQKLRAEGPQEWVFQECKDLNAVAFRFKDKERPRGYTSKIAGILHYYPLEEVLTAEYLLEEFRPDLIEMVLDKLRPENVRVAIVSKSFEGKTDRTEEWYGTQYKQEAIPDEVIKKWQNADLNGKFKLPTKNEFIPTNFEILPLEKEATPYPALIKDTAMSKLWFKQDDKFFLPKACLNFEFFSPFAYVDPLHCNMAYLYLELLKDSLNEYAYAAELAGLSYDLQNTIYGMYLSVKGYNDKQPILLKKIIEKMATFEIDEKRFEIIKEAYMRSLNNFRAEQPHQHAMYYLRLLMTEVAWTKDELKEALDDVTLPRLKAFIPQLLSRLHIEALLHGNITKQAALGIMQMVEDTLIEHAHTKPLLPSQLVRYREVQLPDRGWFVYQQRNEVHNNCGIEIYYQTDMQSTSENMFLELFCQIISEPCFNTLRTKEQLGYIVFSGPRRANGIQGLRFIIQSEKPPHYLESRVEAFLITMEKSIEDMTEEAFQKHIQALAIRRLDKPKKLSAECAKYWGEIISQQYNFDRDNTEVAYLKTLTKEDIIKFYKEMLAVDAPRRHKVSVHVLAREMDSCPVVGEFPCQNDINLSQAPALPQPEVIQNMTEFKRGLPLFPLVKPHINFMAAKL
# M5 ag: agonists of human muscarinic M5 receptor (CHRM5); P08912; CHO-K1 hM5 cells, Fluo-8 calcium fluorescence; 0% DMSO wells, 100% maximal acetylcholine response; activation, % at 3 µM; hit rate 0.19% among 360,000;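 active means activation above the run's mean over test compounds plus 3 SD, cut at about 23% in these data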;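 further: signal is peak over basal fluorescence ratio across the kinetic read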
# CRFBP-R2 block: blocks CRF-induced signaling of the CRF-BP/CRF-R2 complex. hit rate 0.59% among 350,000. AID 588475. HEK293 CRF-R2/CRF-BP, CRF-induced calcium fluorescence. inhibition, % at 11.8 µM;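 active means inhibition of the ligand-induced calcium signal above about 50% at the single tested concentration, limit read from the data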
# M5 antag: CHRM5 antagonism in calcium assay | hit rate 0.59% among 360,000 | AID 624040 | P08912 | CHO-hM5 cells, Fluo-8 calcium fluorescence, ACh EC80 | inhibition, % at 3 µM;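 active means inhibition above a per-plate cutoff, the mean of that plate's test compounds plus 3 SD, cut at about 27% in these data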;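 further: 0% = acetylcholine EC80 with DMSO and 100% = DMSO without agonist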
# CHRM4 antagonist: CHRM4 antagonism in calcium assay. P08173. CHO-hM4 cells, ACh EC80, Fluo-8 calcium fluorescence. inhibition, % at 3 µM. hit rate 0.73% among 360,000. AID 624125;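 active means inhibition above its plate's cutoff, the mean inhibition of sample wells plus 3 SD, cut at about 27% in these data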;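 further: 0% = acetylcholine EC80 with DMSO and 100% = DMSO without agonist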
# CHRM4 PAM: CHRM4 positive allosteric modulation; P08173; activation, % at 3 µM; CHO-K1 hM4/Gqi5, Fluo-8 calcium fluorescence, ACh EC20; 0% = ACh EC20, 100% = maximal ACh; AID 624126; hit rate 0.4% among 360,000;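 active means activation above its plate's cutoff, the mean activation of sample wells plus 3 SD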; further: some results filed as inactive read as strong as hits
# CRFBP-R2 agonist: CRF-BP/CRF-R2 complex agonism; HEK293 CRF-R2/CRF-BP, calcium dye fluorescence (FLIPR); percent of saturating CRF peptide response; activation, % at 13.2 µM; hit rate 0.46% among 350,000;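 active means activation of at least 50%, plus an integration ratio under a set limit after plate pattern correction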;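 further: plate controls were neutral control wells without compound for no effect and CRF at EC100 for full effect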
# M5 PAM: positive allosteric modulators of human muscarinic M5 receptor | activation, % at 3 µM | P08912 | hit rate 0.3% among 360,000 | CHO-K1 hM5, Fluo-8 calcium, ACh EC20 PAM; 0% = ACh EC20, 100% = ACh EC100;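 active means activation above the run cutoff, the mean activation of all test compounds plus 3 SD, cut at about 18% in these data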
#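 Measured by: Fluo-8 calcium fluorescence; material: human M5 receptor in CHO-K1 cells; schedule: Post-acetylcholine fluorescence recording 140 s; benchmarks: low control EC20 acetylcholine (0%), high control EC100 acetylcholine (100%); read-out: Max/basal fluorescence ratio as % of EC20–EC100 ACh window; compound: single dose, 3 µM nominal final test concentration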
# M4 ag: agonists of human muscarinic M4 receptor (CHRM4); P08173; CHO-K1 hM4/Gqi5, Fluo-8 calcium fluorescence; vehicle 0%, full acetylcholine response 100%; activation, % at 3 µM; hit rate 0.14% among 360,000;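 active means activation above the run mean over all test wells plus 3 SD, cut at about 32% in these data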;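 further: peak over basal fluorescence ratio per well then scaled between controls; 0% = DMSO wells and 100% = acetylcholine at EC100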
# An asterisk follows results filed as active; · = not tested or not shown.
SMILES,IDE inh,M5 ag,CRFBP-R2 block,M5 antag,CHRM4 antagonist,CHRM4 PAM,CRFBP-R2 agonist,M5 PAM,M4 ag
Cc1ccccc1Nc1nc(-c2cccnc2)nc2ccccc12,5,-2,3,6,0,-13,-0.4,-8,7
Cc1c(-c2ccccc2)c(=O)oc2ccc(O)cc12,3,-7,0,-15,0,7,-1.5,4,-1
O=C(O)c1ccccc1SCC(=O)N1CCCCC1,-1,2,-3,-1,7,-1,1.7,3,1
O=S(=O)(N1CCCCCC1)N1CCNCC1,-3,-1,-12,3,7,-5,-0.8,-2,0
O=C(Cn1ccc([N+](=O)[O-])n1)NCc1cccs1,-2,1,-1,-2,-13,-1,-0.2,8,4
O=C(Cc1ccccc1)Nc1ccc(C(=O)NCc2ccccc2)cc1,4,-4,-12,6,0,1,-1.9,0,0
CCOC(=O)c1c(NC(=O)CSc2ncccn2)sc(C(=O)NC)c1C,2,2,-1,5,-1,8,-0.7,-1,6
COc1ccc(F)c(C2C(C#N)=C(N)Oc3n[nH]c(C(C)(C)C)c32)c1 (stereo unspecified),1,-1,-37,0,2,-3,-1.6,-6,2
COc1ccc(NC(=O)c2cc3c(s2)CCC(C)C3)cc1S(=O)(=O)N1CCOCC1 (stereo unspecified),-2,-3,-39,8,4,-9,-1.0,-3,7
N#Cc1ccc(-c2nc3ccccc3nc2-c2ccccc2)cc1C#N,-1,-4,-10,-5,-11,-5,0.3,-7,-2
Cc1cccc(NC(=O)CSc2nnc(Cc3ccccc3)o2)c1,-1,-1,-11,6,4,-3,0.7,-4,3
CCOC(=O)c1ccc(N2C(=O)c3n[nH]c(C)c3C2c2ccccn2)cc1 (stereo unspecified),-4,2,-5,0,-11,-3,-2.2,-2,0
O=C(CCc1nc2ccccc2c(=O)[nH]1)OCCOc1ccc(Cl)cc1,4,-1,-3,6,-1,-6,0.8,-1,7
CCOC(=O)NC(CC(=O)O)c1ccc(OC)c(OC)c1 (stereo unspecified),1,2,8,8,-6,3,0.5,-3,2
CN(CC(=O)Nc1ccccc1Cl)C(=O)COC(=O)c1cccs1,-5,2,6,-4,-10,17,-0.3,6,1
COCC1CCN(C(=O)C2CCC(=O)N(Cc3ccc(Cl)cc3)C2)CC1 (stereo unspecified),-2,-5,1,6,-7,4,-0.9,-6,0
COC(=O)[C@]1(C)N[C@H](CN(C)C(=O)NC(C)C)[C@@H]2C(=O)N(C)C(=O)[C@@H]21,4,0,-2,-13,-15,5,-1.1,10,1
O=c1[nH]c(SCCN2CCOCC2)nc(O)c1-c1ccccc1,2,-3,-5,3,-3,0,-1.4,-1,0
CCOc1ccc(NC(=S)Nc2cccc3ccccc23)cc1,-4,-6,-10,24,6,-1,0.0,-10,0
Cc1ccc(OCCC(=O)OCC(=O)NCCc2ccc(Cl)cc2)cc1,-3,2,-15,-6,1,4,3.9,5,2
CC1(C)CC(=O)C=C(c2ccc(Oc3ccccc3)cc2)C1,1,-5,-5,12,1,-2,6.8,-9,0
CC1CCCN(C(=O)Cc2cn(Cc3cccc(Cl)c3)c3ccccc23)C1 (stereo unspecified),7,-5,-3,-1,5,-9,-0.5,-5,0
O=C1CC(N2CCOCC2)=NN1c1ccc([N+](=O)[O-])cc1,10,-5,-2,6,-10,3,-0.2,-2,1
CCOc1cc(C2C(C#N)=C(N)SC(N)=C2C#N)ccc1OCCN1CCOCC1,8,2,-1,-2,-2,12,0.4,5,3
COC(=O)c1ccc(OCC2c3cc(OC)c(OC)cc3CCN2C(=O)C2CC2)cc1 (stereo unspecified),2,2,15,4,-1,-2,1.1,-14,12
COc1ccc(OC(F)(F)F)cc1CC1(C)C(=O)Nc2ccc(S(=O)(=O)NC3CCCCC3)cc21 (stereo unspecified),·,-2,·,4,-2,-3,·,-4,-2
CC(C)n1ncc2c(C(=O)Nc3ccccc3SCC(N)=O)cc(C3CC3)nc21,·,2,11,4,4,-9,0.1,-5,13
CCn1cc(CNC(=O)c2ccc(C)s2)cn1,2,0,-45,-4,-3,3,4.7,-1,1
O=C(NCc1n[nH]c(=S)n1-c1ccc([N+](=O)[O-])cc1)c1ccc(S(=O)(=O)N2CCOCC2)cc1,0,0,9,-3,-9,8,-0.7,7,2
Cc1ccc(CN2CCNC(=O)C2CC(=O)O)o1 (stereo unspecified),0,-1,10,-4,-4,11,3.3,-4,0

# The list goes on, overlapping the part above by 5 compounds.
SMILES,IDE inh,M5 ag,CRFBP-R2 block,M5 antag,CHRM4 antagonist,CHRM4 PAM,CRFBP-R2 agonist,M5 PAM,M4 ag
COc1ccc(OC(F)(F)F)cc1CC1(C)C(=O)Nc2ccc(S(=O)(=O)NC3CCCCC3)cc21 (stereo unspecified),·,-2,·,4,-2,-3,·,-4,-2
CC(C)n1ncc2c(C(=O)Nc3ccccc3SCC(N)=O)cc(C3CC3)nc21,·,2,11,4,4,-9,0.1,-5,13
CCn1cc(CNC(=O)c2ccc(C)s2)cn1,2,0,-45,-4,-3,3,4.7,-1,1
O=C(NCc1n[nH]c(=S)n1-c1ccc([N+](=O)[O-])cc1)c1ccc(S(=O)(=O)N2CCOCC2)cc1,0,0,9,-3,-9,8,-0.7,7,2
Cc1ccc(CN2CCNC(=O)C2CC(=O)O)o1 (stereo unspecified),0,-1,10,-4,-4,11,3.3,-4,0
CCN1CCCC1CNC(=O)Cn1ncc2c(=O)oc3ccc(C)cc3c21 (stereo unspecified),0,-5,15,3,-8,-2,1.4,-1,0
O=C1CCC(C(=O)N2CCC(O)CC2)CN1CCc1ccc(Cl)cc1 (stereo unspecified),7,-2,-10,2,4,0,0.2,3,0
COc1ccc(NC(=O)C2CCCN(c3c4c(nc5ncnn35)CCC4)C2)cc1 (stereo unspecified),3,-3,17,12,2,11,3.2,-7,0
CCC1CCCCN1CCCNC(=O)C1CCN(Cc2nc(-c3ccc(Cl)cc3)oc2C)CC1 (stereo unspecified),8,-8,7,0,3,-4,2.9,-1,1
CC(CN1CCCCC1)OC(=O)c1cc2ccccc2o1 (stereo unspecified),5,-4,-14,0,-4,1,3.5,4,0
CCn1c(SCc2nc(-c3ccccc3)no2)nnc1-c1cccs1,1,-1,6,8,20,-3,1.3,-9,3
Cc1cc(Br)ccc1SCC(=O)OCC(=O)c1c(N)n(C)c(=O)n(C)c1=O,-5,-2,-1,-14,-2,-7,1.9,12,1
Cc1cc(C(F)(F)Cl)n2ncc(-c3ccccn3)c2n1,4,-3,-4,8,11,-2,-0.3,0,0
C[C@H](NC(=O)c1nc[nH]c1C(=O)N[C@@H](Cc1ccccc1)C(=O)OC(C)(C)C)C(=O)OCc1ccccc1,4,-6,2,8,-5,-6,0.2,-4,1
COc1cccc(NC(=O)NCc2ccccc2F)c1,1,-1,21,-2,8,8,-4.5,-1,2
Cc1ccc(C2C(C#N)=C(N)SC(N)=C2C#N)c(C)c1,10,15,-89,5,-1,-6,133*,-4,17
O=C(Cc1cccs1)N1CCN=C1SCc1ccccc1Cl,10,0,-4,14,6,-17,-0.4,-16,18
O=C(NCC1CCCO1)/C(=C\c1ccccc1F)NC(=O)c1ccccc1 (stereo unspecified),0,0,4,-1,-13,1,0.6,5,1
O=C1OC2C(O)COC23OC(O)CCC13O (stereo unspecified),·,1,·,-3,-6,2,·,3,1
COc1ccc(N(C)S(=O)(=O)c2cccc(C(=O)OCC(=O)N(C)c3ccccc3)c2)cc1,-3,4,-9,19,14,-8,3.8,-20,18
O=C1CCC(C(=O)Nc2ccccc2)N1 (stereo unspecified),3,-6,3,6,1,-1,-1.4,-5,1
CN1CCCN(C(=O)c2cccc3ccccc23)CC1,3,-6,9,4,3,-2,0.7,2,1
CC(=O)c1c(C)[nH]c(C(=O)N2CCN(c3ncccn3)CC2)c1C,3,6,2,1,1,7,-1.2,-4,5
CC(C(=O)NC1CC(C)(C)NC(C)(C)C1)c1ccc([N+](=O)[O-])cc1 (stereo unspecified),1,-4,-3,10,-5,1,-1.4,-2,0
CCN(CC)CCCN(Cc1cc2cc3c(cc2[nH]c1=O)OCO3)C(=S)NCCCN(C)C,-1,-3,-9,10,-3,0,1.2,-5,0
CNC(=O)COc1ncnc2scc(-c3ccc(F)cc3)c12,2,-1,-7,-13,-5,3,0.8,-1,-1
CCOC(=O)c1sc(=NC(=O)c2ccc(C)cc2)n(C)c1C,0,-4,-7,13,-5,-1,0.6,-4,1
O=C(COc1ccc2ccccc2c1)N1CCN(C(=O)c2ccc([N+](=O)[O-])cc2)CC1,-1,-4,72*,-9,-20,-1,-4.7,-3,4
O=C(CCCN1C(=O)/C(=C/c2cccs2)SC1=S)Nc1cccc(C(=O)O)c1,7,1,-32,1,-1,1,30,-4,2
COc1ccc(CNC(=O)c2n[nH]c3ccccc23)cc1OC,1,1,0,15,-7,-8,-2.1,-12,14
CC(=O)NS(=O)(=O)c1ccc(NC(=O)c2ccc3c(c2)NC(=O)CS3)cc1,3,0,-4,16,10,-3,2.2,4,0
CCOC(=O)CC(=O)Nc1cc(Cl)ccc1O,2,-1,8,-9,6,-3,-1.3,-4,1
CN1/C(=C\C(=O)C[n+]2ccc(C(=O)c3ccccc3)cc2)C(C)(C)c2ccccc21,0,-10,14,4,-2,-6,-0.7,6,1
O=C(NNC(=S)Nc1ccccc1Cl)c1ccccc1Br,·,-2,8,6,-14,5,-1.7,-6,5
CC(=O)c1cccc(NC(=O)N2CCCC2C(=O)Nc2ccc3c(c2)OCCO3)c1 (stereo unspecified),6,-1,-21,5,6,0,-0.7,-3,2
COC(=O)COc1ccc(S(=O)(=O)Nc2ccccc2SC)cc1,-2,0,10,7,5,-3,-0.1,-6,2
CC(=O)NC1(c2nnnn2CCOC(=O)Nc2ccc(Cl)cc2)CCCC1,2,-1,2,-2,8,0,-1.9,4,1
O=C(Nc1ccc2ccccc2c1)c1onc2c1CCCC2,-5,-3,25,17,7,-5,0.3,-14,1
CCCCC(=O)Nc1cccc2c1C(=O)N(c1ccccc1)C2=O,4,-3,13,2,2,8,9.7,-2,-2
CC(C)C(=O)Nc1ccc2oc(=O)ccc2c1,-3,3,4,0,-3,0,-0.5,5,0
CC(C)CCN(C(=O)CNC(=O)c1ccco1)C(C(=O)NC1CCCCC1)c1ccco1 (stereo unspecified),0,3,-17,8,-7,-10,-1.4,-13,9
CC(O)(c1ccc(F)c(F)c1)c1nc(-c2cc(F)cc(F)c2)cs1 (stereo unspecified),·,-2,·,-5,-10,-2,·,-7,0
O=C(NN=C(Cc1ccccc1)Cc1ccccc1)c1ccc(F)cc1,4,-1,-16,0,2,2,-1.7,-2,1
CN(CC(=O)NC(=O)NCc1ccccc1)CC(=O)Nc1ccc(Cl)c(C(F)(F)F)c1,3,4,-7,12,1,0,1.1,-9,10
CNc1c([N+](=O)[O-])cnn1-c1ccc(Cl)cc1,-5,-2,-1,8,-1,12,-1.9,-1,0
COC(=O)CNC(=O)C12CC3(C)CC(C)(CC(C)(C3)C1)C2,-5,0,-6,0,5,12,-0.7,2,0
Cc1cc(C)c2c(N)c(C(=O)c3ccc(Cl)c(Cl)c3)sc2n1,2,-2,12,9,3,6,-0.1,-1,1
O=C(CSc1nnc(-c2ccco2)o1)Nc1c(F)cccc1F,4,6,4,-1,-3,-4,-0.6,2,1

# Bioassay records (PubChem)
